# E-selectin induc: E-selectin induction in HUVECs, primary screen, imaging, HUVEC, immunofluorescence imaging, single point | P16581 | normalized: neutral wells 0, TNF-alpha wells 100 | activation, % at 7.58 µM | hit rate 0.37% among 260,000 | AID 686992, 2013;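 active = mean E-selectin-positive cell signal at least 10% of the positive control, reached in at least 60% of replicates, without over 20% cell loss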;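 also: in these data hits start at about 27%; measured in HUVEC primary endothelial cells; signal is the percent of cells scored E-selectin positive by PE staining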
#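 Material: HUVEC primary endothelial cells; Amount: 3,000 cells per well; Dosing: single concentration; Medium: EGM-2 growth medium on 0.1% gelatin-coated wells; Read-out basis: percent E-selectin-positive cells; Signal: immunofluorescence imaging; Control set: TNF-alpha, DMSO.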
# Casp6 inh: human caspase-6 inhibitors, primary screen, biochemical, VEID-R110 fluorescence, single point, set 2; purified caspase-6, Z-VEID-R110 cleavage fluorescence; hit rate 0.53% among 350,000; inhibition, % at 12.5 µM; AID 686996, 2013;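 active = mean inhibition across replicates at least about 35%, with every replicate also reaching that limit, limit read from the data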;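 also: 0% = median of neutral control wells and 100% = no fluorescence left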
# Target sequence (P55212 24-179 limits assumed): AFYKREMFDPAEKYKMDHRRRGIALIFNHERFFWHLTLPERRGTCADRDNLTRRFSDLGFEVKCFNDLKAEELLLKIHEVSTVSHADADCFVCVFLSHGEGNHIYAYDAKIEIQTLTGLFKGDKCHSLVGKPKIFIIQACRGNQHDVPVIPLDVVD
# Target sequence (P55212 194-293 limits assumed): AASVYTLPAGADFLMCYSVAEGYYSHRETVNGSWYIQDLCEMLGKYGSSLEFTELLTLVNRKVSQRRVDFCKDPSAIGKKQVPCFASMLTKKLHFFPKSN
# RAD52 anneal inh: RAD52 DNA annealing inhibitors, primary screen, biochemical, FRET, single point, set 2; DNA repair protein RAD52 homolog (Homo sapiens), P43351; recombinant RAD52 DNA annealing, FRET fluorescence; inhibition, % at 18.7 µM; hit rate 0.46% among 360,000;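 active = every replicate showing at least 50% inhibition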
# Target sequence (P43351 whole entry, looked up): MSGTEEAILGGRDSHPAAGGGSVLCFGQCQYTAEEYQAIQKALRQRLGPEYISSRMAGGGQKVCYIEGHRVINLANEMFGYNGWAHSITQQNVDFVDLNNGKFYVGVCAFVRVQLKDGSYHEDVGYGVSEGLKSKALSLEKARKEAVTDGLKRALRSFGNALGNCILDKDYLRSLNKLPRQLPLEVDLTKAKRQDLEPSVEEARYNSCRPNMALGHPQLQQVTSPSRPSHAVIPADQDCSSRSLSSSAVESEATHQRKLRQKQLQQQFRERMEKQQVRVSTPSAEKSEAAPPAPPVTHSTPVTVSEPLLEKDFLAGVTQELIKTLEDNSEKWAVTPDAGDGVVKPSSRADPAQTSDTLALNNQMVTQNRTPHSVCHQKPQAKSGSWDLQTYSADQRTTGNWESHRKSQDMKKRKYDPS
# ERp5 block: inhibitors of ERp5-driven insulin aggregation, primary screen, biochemical, turbidity, absorbance 650 nm, single point | Protein disulfide-isomerase A6 (Homo sapiens), Q15084 | 90 min | inhibition, % at 9.99 µM | hit rate 0.05% among 350,000 | AID 651711, 2012;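 active = mean replicate inhibition above about 25%, with every replicate also reaching it, limit read from the data, passing the limit was not always enough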
# Active calls of the source: *; i = inactive; / = not tested or not shown. These rows are one share of the data; count on the stated rates, not on these rows.
structure | E-selectin induc | Casp6 inh | RAD52 anneal inh | ERp5 block
COc1ccc2c3c([nH]c2c1)[C@@H](CO)N(S(C)(=O)=O)CC31CN(C(=O)c2ccncc2)C1 | 0.0 | / | -5.7 | 2.9
COc1ccc2c3c(n(C)c2c1)[C@H](CO)N(C(=O)c1cccc(F)c1)CC31CCN(C(=O)c2cccc(F)c2)CC1 | -0.8 | / | 8.3 | 5.6
O=S1(=O)c2c(cccc2N2CCCCC2)O[C@H](COCc2ccccc2)CN1C1CC1 | -2.3 | / | -23.7 | 2.9
Cc1cc(C)c(S(=O)(=O)N2CCN(C(=O)N(C)C)CC2)c(C)c1 | 1.9 | / | -6.6 | 1.0
CC(C)[C@@H](C)/C=C/[C@@H](C)[C@H]1CC[C@@H]2[C@]1(C)CCC1[C@]23C=C[C@]2(C[C@@H](O)CC[C@]12C)N(c1ccc(Br)cn1)O3 (some centres undefined) | -0.1 | / | 22.6 | 3.5
N#C[C@@H]1[C@H](c2ccccc2-c2ccc(F)cc2)[C@@H](CO)N1C(=O)Cc1ccccc1 | -0.1 | / | 3.0 | 1.0
CS(=O)(=O)N1CC(=O)N2[C@H](C1)[C@H](c1ccc(C#CC3CCCC3)cc1)[C@@H]2CO | 0.1 | / | -23.4 | 4.4
Cc1cc(C)c(O)c(C(=O)CC2CC(=O)NC(=O)C2)c1 | / | 1.2 | -3.1 | 2.0
O=C(c1ccccc1Oc1ccc(C(F)(F)F)cc1[N+](=O)[O-])N1CCOCC1 | / | -0.3 | 1.7 | -4.5
CC(c1ccccc1F)n1cc(C(=O)NCCCc2nc3ccccc3[nH]2)nn1 (centres undefined) | / | -1.1 | -14.2 | -0.4
C[C@H]1CN([C@@H](C)CO)C(=O)c2cccc(NS(=O)(=O)c3cn(C)cn3)c2O[C@@H]1CN(C)Cc1ccc(C(=O)Nc2ccccc2N)cc1 | / | -4.9 | -3.7 | 7.8
CN(CC(=O)Nc1ccc(F)c(F)c1F)c1ncnc2sccc12 | / | 1.7 | -27.8 | -4.9

# Two compounds picked at random from those above, as already listed:
structure | E-selectin induc | Casp6 inh | RAD52 anneal inh | ERp5 block
O=C(c1ccccc1Oc1ccc(C(F)(F)F)cc1[N+](=O)[O-])N1CCOCC1 | / | -0.3 | 1.7 | -4.5
CC(c1ccccc1F)n1cc(C(=O)NCCCc2nc3ccccc3[nH]2)nn1 (centres undefined) | / | -1.1 | -14.2 | -0.4

# Additional records follow:
structure | E-selectin induc | Casp6 inh | RAD52 anneal inh | ERp5 block
Cn1c(C(=O)NC2CC2)cc(=O)n(C)c1=O | / | 1.3 | -20.1 | 2.4
CC1(C)CC(=O)C2=C(C1)OC1=C(C(=O)CC(C)(C)C1)C2c1ccc(O)c([N+](=O)[O-])c1 | / | -4.6 | -17.5 | -13.2
Nc1nonc1C(=O)N/N=C/c1cc(Br)ccc1O | / | 0.3 | -11.6 | 2.2
COc1ccccc1-c1ccc2c(c1)[C@H]1[C@H](CCN1C(=O)C1CCCC1)[C@H](CO)N2 | / | 1.2 | -39.1 | 2.4
CC(=O)Oc1cccc(C(=O)Nc2c[nH]c(=O)[nH]c2=O)c1 | / | 2.7 | -10.8 | 2.5
CCOc1ccc(C(C)=O)cc1CSC(=N)N | / | -1.4 | -8.9 | -6.4
Cc1c(Cl)c([N+](=O)[O-])nn1CCCC(=O)Nc1cccc(O)c1 | / | 0.5 | -4.5 | -0.1
O=C(C1CCCC1)N1CCC(CO)(Cc2ccccc2Cl)CC1 | / | 3.1 | -15.9 | 0.5
CCOC(=O)C1CSCCS(=O)(=O)N1Cc1ccc(F)cc1F (centres undefined) | / | -2.2 | -8.5 | -4.9
NC(=O)/C(=C/c1ccc2c(c1)OCO2)NC(=O)c1ccco1 | / | 1.7 | -7.7 | 9.2
Cc1oc(-c2ccc(F)cc2)cc1-c1nn2c(-c3ccco3)nnc2s1 | / | 56.9* | -20.1 | 2.2
NS(=O)(=O)c1ccc(NC(=O)COC(=O)COc2ccc(Cl)cc2)cc1 | / | 3.3 | -16.5 | -11.4

# Single entries from the results shown:
# `Cc1c(Cl)c([N+](=O)[O-])nn1CCCC(=O)Nc1cccc(O)c1` in ERp5 block has -0.1
# `CC1(C)CC(=O)C2=C(C1)OC1=C(C(=O)CC(C)(C)C1)C2c1ccc(O)c([N+](=O)[O-])c1` in RAD52 anneal inh has -17.5
# `O=C(C1CCCC1)N1CCC(CO)(Cc2ccccc2Cl)CC1` in ERp5 block has 0.5
# `CCOC(=O)C1CSCCS(=O)(=O)N1Cc1ccc(F)cc1F` (centres undefined) in ERp5 block has -4.9

# More results follow:
structure | E-selectin induc | Casp6 inh | RAD52 anneal inh | ERp5 block
O=C1CCCC/C1=N\Nc1ccc(OCc2ccccc2)cc1 | / | 5.9 | -5.1 | 4.9
COc1ccc2c(c1)CCN1C2CCN2C(=O)CCC21 (centres undefined) | / | 1.9 | -40.4 | -1.1
O=C(Nc1cccc(F)c1)/C(=C\c1cccnc1)NC(=O)c1ccco1 | / | -5.0 | -20.8 | -8.7
O=C(OCc1ccc(F)cc1)c1cc(S(=O)(=O)N2CCCCC2)ccc1N1CCOCC1 | / | 0.6 | -1.8 | 3.5
COc1ccc(C(=O)Nc2cc(=O)n(C)c(=O)n2C)cc1 | / | 0.0 | -6.1 | 2.6
O=C(C1=C[C@@H](c2ccc3c(c2)OCO3)C[C@@H](OCc2ccc(CO)cc2)O1)N1CCCCCCC1 | / | 0.8 | -9.4 | 1.4
O=[N+]([O-])c1c(Cl)cc(Cl)cc1Cl | / | -4.4 | 0.6 | 2.8
C=CCN1C(=O)[C@@]2(O[C@@H](CCO)[C@H]([Si](C)(C)c3ccc(OC)cc3)[C@H]2C)c2ccccc21 | / | -1.3 | 12.3 | -9.6
Cc1cc(N2CCCCC2)nc2ccccc12 | / | -2.4 | -4.3 | -3.8
O=C(Cc1cccs1)N(c1ccc(F)cc1)C1(C(=O)NC2CCCCC2)CCCC1 | / | 1.0 | -14.7 | 10.2
COc1ccc(C([O-])=Nc2ccc[n+](-c3nc4ccccc4nc3NS(=O)(=O)c3ccccc3)c2)cc1 | / | 1.6 | 3.5 | -9.6
CC1C(=O)NN=C1C(=O)N/N=C\C(Br)=C\c1ccccc1 (centres undefined) | / | -1.9 | -22.8 | -5.0
Cc1cc(C)c(/C=C(\C#N)C(N)=S)c(C)c1 | / | 0.0 | -5.8 | 3.5
COc1ccccc1C(=O)COC(=O)c1ccccc1OCC(=O)Nc1ccc(SC(F)F)cc1 | / | 4.8 | -14.0 | -1.0
CC(C)NC(=O)NC(=O)COC(=O)C1(C)CC1(Cl)Cl (centres undefined) | / | 1.1 | -8.4 | -2.7
COc1cccc(CN2CCN(Cc3[nH]c4ccccc4c3C)CC2CCO)c1 (centres undefined) | / | -1.8 | -22.0 | 3.8
COc1ccc(NC(=O)Nc2c(SC)nsc2SC)cc1 | / | -1.3 | -9.1 | -0.2
COc1cccc(CCNS(=O)(=O)CCNC(=O)c2cccc(OC)c2)c1 | / | 1.8 | -14.7 | -1.2
COc1ccccc1CNc1ccc([N+](=O)[O-])cc1C | / | 7.6 | -9.3 | -3.4
Nc1[nH]c(C(=O)c2ccccc2)c(-c2ccc(F)cc2)c1C(=O)NCc1ccccc1 | / | -1.2 | 2.3 | -0.4
COc1ccc(OC)c(Cc2nnc(CCC(=O)NC3C4CC5CC(C4)CC3C5)o2)c1 (centres undefined) | / | -1.0 | 3.7 | -1.3
O=C(c1cccnc1)N1CCC(c2nc3ccccc3[nH]2)CC1 | / | -7.8 | -20.5 | -1.5
Nc1nnc(SCC(=O)OCC(=O)Nc2ccccc2)s1 | / | 0.2 | -24.5 | 1.9
CC(C)(C)S(=O)(=O)N1C[C@@H]2CC(=O)C=C2[C@H]1CCO | / | -12.8 | -7.2 | 0.9
Cc1ccccc1C(=O)NNC(=O)Nc1ccccc1 | / | 0.0 | -11.3 | 0.9
O=C1NN(c2ccccc2)C(=O)/C1=C/c1cccs1 | / | 26.0 | -12.5 | 2.3
Cc1ncc([N+](=O)[O-])n1CCOC(=O)Nc1ccc([N+](=O)[O-])cc1 | / | -1.0 | -20.2 | -1.2
COc1cc(CC2COC(=O)C2Cc2ccc(O)c(OC)c2)ccc1O (centres undefined) | / | -4.7 | 3.2 | -1.0
NC(=O)c1ccc(C23CC4CC(CC(C4)C2)C3)o1 | / | 0.1 | -5.2 | -5.0
O=C(O)CCC(=O)NNC(=O)CCC(=O)Nc1ccccc1 | / | 2.3 | -9.0 | -3.6
CCc1ccc(OCC(=O)NC(=S)Nc2ccc(Br)c(C)n2)cc1 | / | -1.1 | -11.3 | 3.9
O=C1[C@@H]2[C@H](C(=O)N1c1ccccc1)[C@@]13COC[C@H](c4ccccc4)N1C(=O)[C@]2(C(=O)NCc1ccccc1)O3 | / | 9.2 | 8.1 | -0.2
COC(=O)[C@]12CCCCC=C1N(CCC1=CCCCC1)C(=O)[C@H](CC(=O)N1CCSCC1)C2 | / | 3.1 | -5.0 | -4.3
O=C(NC[C@H]1CC[C@@H]2[C@@H](CN2Cc2ccc(Oc3ccccc3)cc2)O1)C1CCOCC1 | / | -0.9 | -17.4 | -3.2
CC(C)(O)c1cn([C@@H]2C[C@@H]3O[C@@H](CO)CC[C@@H]3O[C@@H]2CCc2ccc(-c3ccncc3)cc2)nn1 | / | 52.3* | 5.4 | 0.2
COc1cccc(C(=O)Nc2sc3c(c2C#N)CCN(C(C)=O)C3)c1 | / | 8.3 | -50.3 | 2.8
CC(C)OC(=O)/C(=C\c1cccnc1)NC(=O)c1ccccc1 | / | -4.6 | -10.9 | 1.4
O=C(N/N=C\c1cc([N+](=O)[O-])ccc1N1CCCC1)c1ccccn1 | / | 6.4 | i | 1.1
O=C(NC1CCCCC1)C(c1cccs1)N(CCCN1CCOCC1)C(=O)c1ccc(-c2ccccc2)[nH]1 (centres undefined) | / | -15.6 | -16.6 | 4.9
O=C(CN1CCCCCCC1)NC(=O)NC1CCCCC1 | / | -3.9 | -3.2 | 2.6
Cc1nc2ccc(NC(=O)COc3ccccc3F)cc2s1 | / | 1.6 | -40.2 | -4.9
O=C(CSc1ncccc1C(=O)O)c1ccccc1F | / | 1.7 | -8.1 | 0.9
CCOC(=O)[C@]12CCC=C1N(Cc1ccccc1)C(=O)[C@H](CC(=O)NCCCCc1ccccc1)C2 | / | 0.9 | -28.1 | 0.7
CCC(=O)N1Cc2cc(C(=O)NCCOC)nc(-c3cccc(-c4ccc(C#N)cc4)c3)c2[C@@H]1CCO | / | 5.4 | -10.8 | 12.7
COc1ccc(NC(=O)N(C)C[C@@H]2OCc3ccccc3-c3c(n(C)c4ccccc34)C(=O)N([C@H](C)CO)C[C@@H]2C)cc1 | / | 0.1 | 4.2 | 3.9
O=C1c2ccccc2NC(c2ccco2)N1NS(=O)(=O)c1ccccc1 (centres undefined) | / | 1.2 | -19.0 | 6.4
CC(SC#N)C(=O)C12CC3CC(CC(C3)C1)C2 (centres undefined) | / | -0.7 | -5.6 | -1.3
CC12CCC(C(=O)Nc3ccccc3-n3cccc3)(CC1=O)C2(C)C (centres undefined) | / | -0.5 | -22.3 | 0.5
c1coc(-c2nnc(-c3ccc4c(c3)OCO4)o2)c1 | / | 2.1 | -6.8 | -3.8
C#Cc1ccc([C@@H]2C=C(C(=O)N3CCCCCCC3)O[C@H](OCCCCO)C2)cc1 | / | 3.2 | -26.2 | -3.7
CC(C)(C)NC(=O)C1c2ccccc2OCC(=O)N1Cc1ccco1 (centres undefined) | / | -2.0 | -7.4 | -13.3
O=C(Nc1ccccc1)c1cc2n(n1)C(C(F)(F)F)CC(C1CC1)N2 (centres undefined) | / | -1.6 | -13.5 | -5.1
O=C(NC[C@@H]1CC[C@@H]2[C@@H](CN2Cc2ccc(Oc3ccccc3)cc2)O1)C1CCOCC1 | / | -1.1 | 10.7 | -1.6
CO/N=C/CC(=O)c1ccc(-c2ccccc2)cc1 | / | -0.7 | -20.9 | 7.1
Cc1[nH]c2ccccc2c1CCCO | / | 1.3 | -11.3 | 3.9
CCOC(=O)N/N=C\C=C\c1ccco1 | / | 18.5 | -36.4 | -3.7
CCOC(=O)[C@]12CCC=C1N(CCC1=CCCCC1)C(=O)[C@H](CC(=O)NCCCCc1ccccc1)C2 | / | 5.4 | -23.7 | 2.4
O=C(NC[C@H]1CC[C@@H]2[C@@H](CN2Cc2cc(-c3ccccc3)on2)O1)c1ccc2c(c1)OCO2 | / | -3.4 | -2.8 | -2.8
CCOC(=O)Cc1csc(NC(=O)CSc2nnc(-c3ccncc3)o2)n1 | / | -2.4 | -10.8 | 5.2
CCOC(=O)c1c(-c2ccccc2)csc1NC(=O)c1nn(CC)cc1Br | / | 16.9 | -2.2 | 0.1

# Entries listed above marked active in Casp6 inh.
canonical_smiles	Casp6 inh	RAD52 anneal inh	ERp5 block
Cc1oc(-c2ccc(F)cc2)cc1-c1nn2c(-c3ccco3)nnc2s1	56.9*	-20.1	2.2
CC(C)(O)c1cn([C@@H]2C[C@@H]3O[C@@H](CO)CC[C@@H]3O[C@@H]2CCc2ccc(-c3ccncc3)cc2)nn1	52.3*	5.4	0.2

# Compound activity as filed in PubChem BioAssay.
